Myeloid diff MLP = promotes myeloid progenitor differentiation. ER-HoxA9 myeloid progenitors, lysozyme-GFP differentiation, flow cytometry. calls only at 10 µM. hit rate 1% among 360,000. AID 624256;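 active means normalized GFP-positive differentiation at or above the plate's own cutoff, the solvent-only control mean plus 3 SD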;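 further: cells exposed to compound for four days before flow analysis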
T cell modulator = T cell immune modulators affecting CD8 T cell-vesicle binding; 2C CD8+ T cell-vesicle binding, flow cytometry; active compounds read low; calls only at 7 µM; hit rate 0.068% among 330,000; AID 2052;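 active means response, share of CD8 T cells binding vesicles, and their 90th percentile fluorescence all below set limits, cut at about 80% in these data, passing the limit was not always enough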
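Benchmarks: naked versus QL9-loaded vesicles / Assay system: purified 2C TCR transgenic mouse naive CD8+ T cells / Technique: high-throughput flow cytometry with anti-B7-1 and anti-CD8 staining / Timing: Cell–vesicle co-incubation 1.5 h at 37 °C, staining 20 min on ice / Read-out: percent CD8+ FL2 mean versus row control / Probe or stimulus: QL9-loaded Drosophila micro-vesicles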
T cell modulator vesicle-bound % = further read-out of T cell modulator, marked with its call; double positive events, %; measured here: CD8+ vesicle-bound cell fraction;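 binding gate set so that unloaded-vesicle control wells show 10% double positive cells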
Myeloid diff MLP GFP+ MAC1+ % = also measured in Myeloid diff MLP; calls as there; GFP+ MAC1+ double positive, %; measured here: differentiation confirmed by MAC1 staining
Active calls of the source: *; i = inactive; + = active, no number; & = joins results of further samples. This is a subset; the hit share may differ from the screen's.

Order of results – Myeloid diff MLP, Myeloid diff MLP GFP+ MAC1+ %, T cell modulator, T cell modulator vesicle-bound %
Cc1ccc(C(C)C)c(OCC(=O)NCC(c2cccs2)N2CCOCC2)c1 (configuration not stated)
  i, 1.0, i, 35
Cc1ccc([N+](=O)[O-])cc1S(=O)(=O)Nc1ccc(C(=O)NCc2ccccn2)cc1
  i, 1.0, i, 46
CC(C)CC1Nc2ncnc(N3CCN(c4ccccc4)CC3)c2N(Cc2ccccc2)C1=O (configuration not stated)
  i, 0.8&0.5, i, 21
CC1(C2CC2)NC(=O)N(CC(=O)Nc2ccc(Cl)c([N+](=O)[O-])c2)C1=O (configuration not stated)
  i, 0.2, i, 55
CC(NC(=O)COC(=O)c1cc(S(=O)(=O)N2CCOCC2)ccc1F)c1ccccc1 (configuration not stated)
  i, 1.0, i, 50
O=C(C[C@@H]1C/C=C\CCCC(=O)OC[C@@H]2CCCN2C1=O)N[C@@H](CO)Cc1ccccc1
  i, 2.0, i, 26
C[C@H](CO)N1C[C@H](C)[C@@H](CN(C)S(=O)(=O)c2ccc(F)cc2)Oc2ccc(NS(=O)(=O)c3ccc(F)cc3)cc2C1=O
  i, 2.4, i, 50
CC1(c2ccccc2Cl)NC(=O)N(CC(=O)Nc2ccc(N3CCCCC3)cc2)C1=O (configuration not stated)
  i, 0.4, i, 35
Cc1cc(C(=O)COC(=O)COc2ccccc2C#N)c(C)n1CC1CCCO1 (configuration not stated)
  i, 0.4, i, 32
CC(OC(=O)CNC(=O)c1ccc(Cl)cc1)C(=O)NC1CCCCC1C (configuration not stated)
  i, 0.4, i, 41
CCC(C)(C)C1CCc2[nH]nc(C(=O)NCc3ccccn3)c2C1 (configuration not stated)
  i, 1.9, i, 29
Cc1ccc(N2C(=O)N(CC(=O)Nc3cc(F)ccc3C)C(=O)C2C)cc1 (configuration not stated)
  i, 0.8, i, 37
COCCN(C(=O)COC(=O)/C=C/c1nc2ccccc2s1)c1c(N)n(Cc2ccccc2)c(=O)[nH]c1=O
  i, 0.5, i, 5
O=S(=O)(Nc1c(O)ccc2ccccc12)c1ccccc1
  i, 0.4, i, 20
O=C(COC(=O)C1=COCCO1)Nc1ccc(F)c(F)c1
  i, 0.8, i, 55
CCCCC/C=C/C1=CC(=O)C[C@H](c2ccc(OC)cc2)C1
  i, 1.0, i, 54
Cc1sc2ncnc(N3CCC(C(=O)Nc4nnc(SCc5ccccc5F)s4)CC3)c2c1C
  i, 0.3, i, 37
COc1ccccc1-c1nnc(SCC(=O)c2c(N)n(C3CC3)c(=O)[nH]c2=O)o1
  i, 1.0, i, 42
NS(=O)(=O)c1ccc(N2CCOCC2)c(C(=O)NCCCSc2ccccc2)c1
  i, 0.3, i, 23
O=C(c1cc(S(=O)(=O)N2CCOCC2)ccc1Cl)N1CCC(Cc2ccccc2)CC1
  i, 1.1, i, 32
O=C(Nc1cccc(S(=O)(=O)NC2=NCCC2)c1)c1cc(Cl)ccc1[N+](=O)[O-]
  i, 0.3, i, 56
CCC/C(=N\NC(=O)C1CC1)c1ccccc1
  i, 0.5, i, 28
NC(=O)c1cc([N+](=O)[O-])ccc1NCc1cccc2ccccc12
  i, 1.2, i, 27
O=C(Cn1[nH]c(=O)c2ccccc2c1=O)NCCN1C(=O)S/C(=C\c2ccccc2)C1=O
  i, 0.6, i, 23
COc1cc(OC)cc(C(=O)N[C@H](C(=O)OCC(=O)c2c[nH]c3ccccc23)C(C)C)c1
  i, 0.9, i, 38
Cc1c(C(=O)Nc2cccc(S(=O)(=O)N3CCOCC3)c2)oc2ccccc12
  i, 0.5, i, 42
CCOC(=O)c1cc(CC)sc1NC(=O)CN1C(=O)C(=O)N(CC(C)C)C1=O
  i, 1.2, i, 45
COc1ccc(NC(=O)C(C)N2C(=O)c3ccccc3S2(=O)=O)c(OC)c1 (configuration not stated)
  i, 1.3, i, 37
CCN(C[C@H]1N[C@@](CC)(C(=O)OC)[C@H]2C(=O)N(Cc3ccccc3)C(=O)[C@@H]12)S(=O)(=O)c1ccc(C)cc1
  i, 0.5, i, 27
CCOc1ccc(CN(C)c2ccc(S(=O)(=O)N3CCN(C)CC3)cc2[N+](=O)[O-])cc1OC
  i, 1.7, i, 30

More structures follow:
Order of results – Myeloid diff MLP, Myeloid diff MLP GFP+ MAC1+ %, T cell modulator, T cell modulator vesicle-bound %
COc1ccc(CC(=O)Nc2ccc(C)cc2O)cc1S(=O)(=O)N1CCOCC1
  i, 0.8, i, 15
Cc1ccc(S(=O)(=O)N2CCN(CC(O)CN3CCOCC3)CC2)cc1 (configuration not stated)
  i, 0.5, i, 45
Cc1csc(NC(=O)C2=COCCO2)n1
  i, 0.7, i, 41
COc1cc2c(cc1OC)CN(C(=O)c1cccc(S(=O)(=O)N3CCc4ccccc43)c1)CC2
  i, 1.4, i, 36
CCCCCN(C(=O)CCC(=O)OCCOc1cccc(C)c1)c1c(N)n(CCCC)c(=O)[nH]c1=O
  i, 0.8, i, 40
O=C(O)CC(CC(=O)O)c1ccsc1
  i, 0.7, i, 15
CC(Oc1ccc(Br)cc1)C(=O)NCC(c1cccs1)N1CCOCC1 (configuration not stated)
  i, 0.4, i, 44
COc1ccc(CC(=O)Nc2ccc(S(=O)(=O)N(C)C3CCN(C)CC3)cc2)cc1
  i, 0.6, i, 28
CCOc1ccc(S(=O)(=O)N2CCN(C(=O)c3ccccc3Cc3ccccc3)CC2)cc1
  i, 0.6, i, 46
Cc1cccc([C@@H]2[C@@H]3C(=O)N(Cc4ccccc4)C(=O)[C@@H]3[C@]3(Cc4ccccc4)C(=O)N(c4ccc(C(F)(F)F)cc4)C(=O)N23)c1
  i, 1.4, i, 37
O=C(CCN1C(=O)C2CCCCC2C1=O)N1CCN(S(=O)(=O)c2cccc(F)c2)CC1 (configuration not stated)
  i, 1.2, i, 54
CCCNC(=O)C(Cc1ccccc1C)NC(=O)c1ccc(C#N)cc1 (configuration not stated)
  i, 1.2, i, 32
CN(C(=O)COC(=O)/C=C/c1cccs1)C1CCCCC1
  i, 1.5, i, 16
O=C(CC1(CC(=O)N2CCOCC2)CCCC1)Nc1ccccc1
  i, 1.2, i, 47
NC(=O)C1CCN(C(=O)c2cccc(CN3C(=O)c4ccccc4C3=O)c2)CC1
  i, 0.4, i, 4
Cc1ccccc1C(=O)OCC(=O)Nc1cccc(S(=O)(=O)NC2=NCCC2)c1
  i, 0.3, i, 44
Cc1ccc(F)cc1NS(=O)(=O)c1ccc(Cl)s1
  i, 1.1, i, 44
O=C(COC(=O)c1ccccc1O)Nc1ccc2ccccc2c1
  i, 0.4, i, 43
CCOC(=O)c1sc(NC(=O)C2=COCCO2)c(C#N)c1C
  i, 0.5, i, 48
O=C(CN1C(=O)NC2(CCCC2)C1=O)NNC(=O)c1ccccc1F
  i, 0.4, i, 18
CCCOc1ccc(C(=O)OCCN2CCCCC2)c(O)c1
  i, 0.1, i, 31
NC(=O)C1CCN(C(=O)c2cc3c(s2)CCCCC3)CC1
  i, 1.2, i, 56
O=C1CN(C(=O)COc2ccccc2Cl)c2ccccc2N1
  i, 0.4, i, 40
COc1ccc(NC(=O)CCc2ccccc2)cc1S(=O)(=O)N1CCCCC1
  i, 0.9, i, 34
O=C(COC(=O)c1cc(=O)[nH]c2ccccc12)Nc1ccc(F)cc1
  i, 0.2, i, 53
Cc1ccc(C)c(OCCC(=O)Nc2cc(S(=O)(=O)N3CCCCC3)ccc2C)c1
  i, 0.9, i, 30
Cc1ccc(S(=O)(=O)NC(CC(C)C)C(=O)N2CCCCCCC2)cc1 (configuration not stated)
  i, 1.0, i, 35
Nc1c(C(=O)Nc2ccc3c(c2)OCCO3)nnn1Cc1cccc(Cl)c1
  i, 0.4, i, 32
CC1(c2ccccc2)NC(=O)N(CC(=O)Nc2cc(Cl)ccc2N2CCOCC2)C1=O (configuration not stated)
  i, 0.6, i, 15
C=C1C[C@H](O)[C@@H]2[C@H](OC(=O)[C@H]2C)[C@H]2[C@H](C)[C@@H](O)C[C@@H]12
  i, 1.1, i, 15

Pulled by compound from above, two records:
Order of results – Myeloid diff MLP, Myeloid diff MLP GFP+ MAC1+ %, T cell modulator, T cell modulator vesicle-bound %
CCCNC(=O)C(Cc1ccccc1C)NC(=O)c1ccc(C#N)cc1 (configuration not stated)
  i, 1.2, i, 32
CCOC(=O)c1sc(NC(=O)C2=COCCO2)c(C#N)c1C
  i, 0.5, i, 48

Following part:
smiles | Myeloid diff MLP | Myeloid diff MLP GFP+ MAC1+ % | T cell modulator | T cell modulator vesicle-bound %
c1ccc(-c2sc3ccccc3c2-c2ccc(OCCN3CCOCC3)cc2)cc1 | i | 1.8 | i | 21
O=C(COc1ccccc1Br)Nc1ccc(S(=O)(=O)N2CCCC2)cc1 | i | 1.4 | i | 43
CC(C(=O)N1CCc2ccccc21)N1CCN(S(=O)(=O)c2cccs2)CC1 (configuration not stated) | i | 0.4 | i | 36
O=C(COC(=O)c1cccnc1Cl)NC12CC3CC(CC(C3)C1)C2 | i | 0.9 | i | 50
O=C1N[C@@H](Cc2ccccc2)COC(=O)[C@@H](Cc2ccc(F)cc2)CC/C=C/C[C@@H]1CC(=O)N(CCO)Cc1ccccc1 | + | 3.5* | i | 13
O=S(=O)(/N=C(/c1ccccc1)N1CCOCC1)c1ccc(F)cc1F | i | 0.6 | i | 31
O=C(CN1CCCSc2ccccc21)N1CCN(S(=O)(=O)c2cccc(F)c2)CC1 | i | 0.5 | i | 29
CCOc1ccc(OCCCC(=O)N(C)CC(=O)Nc2ccccc2Br)cc1 | i | 0.8 | i | 47
Cc1ccc(NC(=O)CNC(=O)COc2ccccc2)nc1 | i | 1.0 | i | 58
CCCCC1CCc2[nH]nc(C(=O)O)c2C1 (configuration not stated) | i | 2.5 | i | 23
COc1cc(S(=O)(=O)N2CCOCC2)cc(C(=O)OCC(=O)NC2CCCCC2)c1OC | i | 1.0 | i | 19
N#CCCN(C(=O)COC(=O)c1ccc2c(c1)OCCO2)c1ccccc1 | i | 0.7 | i | 35
COc1cccc(/C=C/C(=O)OCC(=O)c2ccccc2)c1OC | i | 0.0 | i | 34
CC(=O)Nc1sc(C)c(C)c1C(=O)OCC(=O)Nc1cccc(C)c1 | i | 1.1 | i | 51
COc1ccc([C@H]2CC(=O)C=C(c3cccc4c3sc3ccccc34)C2)cc1OC | i | 1.6 | i | 4
O=C(CSc1nnc(-c2ccccc2F)o1)N1CCNC1=O | i | 0.3 | i | 48
CC(C(=O)NC(=O)NC1CCCCC1)N1CCN(c2ccc(O)cc2)CC1 (configuration not stated) | i | 1.1 | i | 30
O=C(C[C@H]1C/C=C\C[C@H](NC(=O)OCC2c3ccccc3-c3ccccc32)C(=O)OC[C@H](Cc2ccccc2)NC1=O)N[C@H](CO)Cc1ccccc1 | i | 0.6 | i | 12
O=C(/C=C/c1cccs1)NCc1cccs1 | i | 0.4 | i | 7
O=c1cc(-c2ccsc2)oc2ccc(-c3ccc4cc[nH]c4c3)cc12 | i | 3.7 | i | 8
Cc1cc(OCC(=O)OCC(=O)NCC2CCCO2)ccc1Cl (configuration not stated) | i | 0.3 | i | 33
CCNc1nc(NCC)n2c(SCC(=O)Nc3ccc(CC)cc3)nnc2n1 | i | 1.8 | i | 56
COc1ccc(C(=O)NCC(=O)OCC(=O)c2c(C)[nH]c3ccccc23)cc1OC | i | 0.8 | i | 7
O=c1[nH]c(NCCO)c(N=Cc2ccccc2)c(=O)[nH]1 | i | 0.3 | i | 31
C=CC[C@@H](CC(=O)N[C@H](CO)Cc1ccccc1)C(=O)N[C@H](COC(=O)[C@@H](CC=C)CC(=O)OC(C)(C)C)Cc1c[nH]c2ccccc12 | i | 3.5 | i | 9
COc1ccc(CN2C(=O)C(CC(C)C)Nc3ncnc(N4CCN(c5ccccn5)CC4)c32)cc1 (configuration not stated) | i | 0.5 | i | 43
Cc1ccc(NC(=O)NNC(=O)COc2ccc(Cl)cc2)cc1 | i | 0.7 | i | 30
O=C(NC1CCSc2ccccc21)c1cc([N+](=O)[O-])ccc1N1CCOCC1 (configuration not stated) | i | 1.1 | i | 49

Part of the list above, as labelled records.
> O=c1[nH]c(NCCO)c(N=Cc2ccccc2)c(=O)[nH]1
  Myeloid diff MLP = i | Myeloid diff MLP GFP+ MAC1+ % = 0.3 | T cell modulator = i | T cell modulator vesicle-bound % = 31

> C=CC[C@@H](CC(=O)N[C@H](CO)Cc1ccccc1)C(=O)N[C@H](COC(=O)[C@@H](CC=C)CC(=O)OC(C)(C)C)Cc1c[nH]c2ccccc12
  Myeloid diff MLP = i | Myeloid diff MLP GFP+ MAC1+ % = 3.5 | T cell modulator = i | T cell modulator vesicle-bound % = 9

> COc1ccc(CN2C(=O)C(CC(C)C)Nc3ncnc(N4CCN(c5ccccn5)CC4)c32)cc1 (configuration not stated)
  Myeloid diff MLP = i | Myeloid diff MLP GFP+ MAC1+ % = 0.5 | T cell modulator = i | T cell modulator vesicle-bound % = 43

Source: PubChem BioAssay
